# PLAP inhibition – inhibition of human placental alkaline phosphatase – biochemical, luminescence, HTS (AID 690) | purified PLAP, luminescent substrate; higher % means a stronger effect | inhibition, % at 20 µM; hits with a dose series show IC50 in µM | 96,000 tested, 0.08% active; in the data active = a potency from the dose series; inactive = the rest, 99 in 100 with inhibition below about 30%; also: strong numbers were not always called active
# MRP resist rev – compounds reversing MRP-mediated drug resistance. differential viability (reversal), % at 10 µM. H69AR cells + 2 uM doxorubicin, CellTiter-Glo, 72 h. 85,000 tested, 0.04% active;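 active = viability drop by adding the cancer drug above about 55%, with treated viability meeting a 40% cutoff, limit read from the data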;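 also: viability without doxorubicin minus viability with 2 µM doxorubicin for each compound; larger differential means the compound sensitizes cells more to doxorubicin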
# Bcl-B displacement – displacers of TR3 peptide from Bcl-B, primary screen, selectivity assay for Bfl-1 inhibitor project, biochemical, fluorescence polarization; FP displacement of FITC-TR3 peptide from Bcl-B; higher % means a stronger effect; one-dose displacement, % at 20 µM; IC50 in µM for titrated hits; 96,000 tested, 0.11% active;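 active = displacement above 50% at 20 µM plus a fluorescence interference ratio under 1.5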;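 also: plate controls were wells without compound for no effect and wells lacking Bcl-B protein for full effect; a part of the inactive calls stands beside numbers as strong as those of hits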
# IL1B NFkB inh – blocks IL-1B driven NFkB nuclear translocation in HUVEC cells | HUVEC IL-1B NFkB p65 nuclear translocation imaging | inhibition, % at 2 µM | 94,000 tested, 0.43% active;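 active = inhibition above about 30% together with a positive call from visual inspection of the well image, limit read from the data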;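 also: nuclear over cytoplasmic p65 intensity ratio measured by imaging; 0% = IL-1B stimulated DMSO wells and 100% = unstimulated DMSO wells; values of inactives mirror those of a sister screen read the other way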
# IL1B NFkB pot – enhances IL-1B driven NFkB nuclear translocation | 94,000 tested, 0.3% active | AID 819 | activation, % at 2 µM | HUVEC IL-1B NFkB p65 nuclear translocation imaging;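 active = activation above 40%, about the mean plus 3 SD, also judged a hit on visual image review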;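 also: percent activation is computed from the nuclear over cytoplasmic p65 intensity ratio; values of inactives mirror those of a sister screen read the other way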
# MRP resist rev cytotoxicity – also measured in MRP resist rev; calls as there; viability, %; H69AR cells, CellTiter-Glo, 72 h; measured here: cytotoxicity without doxorubicin
# MRP resist rev with doxorubicin – also measured in MRP resist rev; calls as there; viability, %; measured here: viability with 2 uM doxorubicin; hits give low values
# IL1B NFkB inh cell count 2 µM – second read-out of IL1B NFkB inh, no call of its own (marks repeat the call); cell count; measured here: cells passing quality filter;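 raw number of nuclei counted in each imaged well without normalization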
# IL1B NFkB pot cell count 2 µM – further read-out of IL1B NFkB pot, marked with its call; cell count; measured here: cells passing quality filter
# The depositor's hits bear a star; nt = not tested or not shown. An excerpt. The share of hits here may be higher or lower than overall.
SMILES,PLAP inhibition,MRP resist rev,MRP resist rev cytotoxicity,MRP resist rev with doxorubicin,Bcl-B displacement,IL1B NFkB inh,IL1B NFkB inh cell count 2 µM,IL1B NFkB pot,IL1B NFkB pot cell count 2 µM
O=C(OCCCN1C(=O)c2ccccc2C1=O)c1ccco1,15%,-5,92,96,-17%,7,152,-7,152
COc1ccc(N(CC(=O)N2CCc3ccccc3C2)S(C)(=O)=O)cc1OC,-3%,19,104,86,2%,-6,139,6,139
CC(C)c1nnc(SCC(=O)NCCC2=CCCCC2)n1N,-64%,4,90,85,-5%,-18,180,18,180
FC(F)(F)c1nnc2ccc(-n3ccnc3)nn12,14%,13,101,88,1%,-9,210,9,210
CCCC(CCC)C(=O)NCCN1CCOCC1,7%,-1,87,88,-12%,8,118,-8,118
CC(NC(=O)c1ccc(N(C)C)cc1)C(c1cccs1)N1CCN(C)CC1 (stereo not given),-43%,3,94,91,6%,-19,88,19,88
CC1(C)N=C(N)N=C(N)N1c1ccc(C(=O)O)cc1,4%,nt,nt,nt,5%,5,173,-5,173
CC(=O)Nc1c(C(=O)c2ccccc2)oc2ccccc12,1%,-8,89,97,-1%,-1,103,1,103
O=c1cc(O)n(-c2ccc(Cl)cc2)c(=S)[nH]1,-70%,11,96,85,-2%,-6,199,6,199
O=C(NCc1ccco1)c1cccc(NC(=O)c2ccccc2)c1,18%,0,71,72,-7%,-4,171,3,171
CN(C)CCN1C(=O)c2oc3ccccc3c(=O)c2C1c1ccccc1 (stereo not given),-32%,nt,nt,nt,-5%,nt,nt,nt,nt
CN1CCc2c(c3c(n2C)CCN(C)[C@@H]3c2cccnc2)[C@H]1c1cccnc1,-9%,nt,nt,nt,0%,7,120,-7,120
NC1=NC(=O)/C(=C\c2cccs2)S1,-1%,nt,nt,nt,20%,-8,121,8,121
C=CCn1c(=S)[nH]c2ccc(Br)cc2c1=O,-1%,13,98,85,-4%,2,141,-2,141
COc1ccc(Cl)cc1C(=O)NCC(c1ccco1)N1CCCC1 (stereo not given),-6%,nt,nt,nt,2%,-19,139,19,139

# Another view of 12 compounds above.
canonical_smiles | PLAP inhibition | MRP resist rev | MRP resist rev cytotoxicity | MRP resist rev with doxorubicin | Bcl-B displacement | IL1B NFkB inh | IL1B NFkB inh cell count 2 µM | IL1B NFkB pot | IL1B NFkB pot cell count 2 µM
COc1ccc(N(CC(=O)N2CCc3ccccc3C2)S(C)(=O)=O)cc1OC | -3% | 19 | 104 | 86 | 2% | -6 | 139 | 6 | 139
CC(C)c1nnc(SCC(=O)NCCC2=CCCCC2)n1N | -64% | 4 | 90 | 85 | -5% | -18 | 180 | 18 | 180
FC(F)(F)c1nnc2ccc(-n3ccnc3)nn12 | 14% | 13 | 101 | 88 | 1% | -9 | 210 | 9 | 210
CCCC(CCC)C(=O)NCCN1CCOCC1 | 7% | -1 | 87 | 88 | -12% | 8 | 118 | -8 | 118
CC(NC(=O)c1ccc(N(C)C)cc1)C(c1cccs1)N1CCN(C)CC1 (stereo not given) | -43% | 3 | 94 | 91 | 6% | -19 | 88 | 19 | 88
CC1(C)N=C(N)N=C(N)N1c1ccc(C(=O)O)cc1 | 4% | nt | nt | nt | 5% | 5 | 173 | -5 | 173
CC(=O)Nc1c(C(=O)c2ccccc2)oc2ccccc12 | 1% | -8 | 89 | 97 | -1% | -1 | 103 | 1 | 103
O=c1cc(O)n(-c2ccc(Cl)cc2)c(=S)[nH]1 | -70% | 11 | 96 | 85 | -2% | -6 | 199 | 6 | 199
O=C(NCc1ccco1)c1cccc(NC(=O)c2ccccc2)c1 | 18% | 0 | 71 | 72 | -7% | -4 | 171 | 3 | 171
CN(C)CCN1C(=O)c2oc3ccccc3c(=O)c2C1c1ccccc1 (stereo not given) | -32% | nt | nt | nt | -5% | nt | nt | nt | nt
CN1CCc2c(c3c(n2C)CCN(C)[C@@H]3c2cccnc2)[C@H]1c1cccnc1 | -9% | nt | nt | nt | 0% | 7 | 120 | -7 | 120
NC1=NC(=O)/C(=C\c2cccs2)S1 | -1% | nt | nt | nt | 20% | -8 | 121 | 8 | 121

# Further results follow:
SMILES,PLAP inhibition,MRP resist rev,MRP resist rev cytotoxicity,MRP resist rev with doxorubicin,Bcl-B displacement,IL1B NFkB inh,IL1B NFkB inh cell count 2 µM,IL1B NFkB pot,IL1B NFkB pot cell count 2 µM
COC(=O)c1ccc(NC(=O)c2cn(-c3ccccc3)nc2-c2ccncc2)cc1,-6%,nt,nt,nt,-35%,-8,131,8,131
CCOC(=O)c1ccc(N/C=C/C(=O)c2ccc(OC)cc2)cc1,3%,nt,nt,nt,-1%,5,135,-5,135
CC(C)c1c(O)nc(SCc2ccccc2)[nH]c1=O,-21%,-3,103,106,1%,nt,nt,nt,nt
COc1ccc(-c2cc(C(F)(F)F)nc(-n3cc(Cl)cn3)n2)cc1,-92%,6,90,84,-2%,-4,164,4,164
O=c1cc2[nH]c3ccccc3c(=O)n2nc1-c1ccccc1,8%,nt,nt,nt,16%,-17,204,17,204
O=C(N/N=C1/CCCc2ccccc21)C(c1ccccc1)c1ccccc1,1%,nt,nt,nt,-2%,nt,nt,nt,nt
CCS(=O)(=O)NCCc1csc(C)n1,-6%,nt,nt,nt,-1%,-7,113,7,113
Cc1cc(NC(=O)COC(=O)c2c(C)nn(-c3ccccc3)c2C)no1,6%,5,96,91,4%,-8,136,8,136
COc1ccc(OCCSc2nc3ccccc3c(=O)[nH]2)cc1,5%,nt,nt,nt,-7%,-13,145,13,145
Cc1ccc(Cn2nnc3c(=O)n(CC(=O)NCC4CCCO4)cnc32)cc1 (stereo not given),-6%,nt,nt,nt,-23%,-9,197,9,197
CSc1nc(N)c2c3c(sc2n1)COC(C(C)C)C3 (stereo not given),22%,-11,59,69,-4%,-19,166,19,166
COc1cccc(-c2nnc3n2N=C(c2cccc(Br)c2)CS3)c1,76µM*,-13,89,102,-5%,-2,205,2,205
CCN(CCCNC(=O)C1CCN(S(=O)(=O)c2cccc3nonc23)CC1)Cc1ccccc1,-67%,nt,nt,nt,2%,nt,nt,nt,nt
O=C(/C=C\NCC(=O)c1ccccc1)c1ccccc1,6%,nt,nt,nt,4%,-12,166,12,166
O=C(CNc1ccc(C(F)(F)F)cc1[N+](=O)[O-])OCC(=O)c1ccccc1,16%,2,93,91,4%,-3,55,3,55
Cc1ccc(C(=O)N2CCN(C)CC2)cc1S(=O)(=O)N1CCCCC1,-3%,1,99,98,15%,nt,nt,nt,nt
O=C(O)CCC(=O)N(Cc1cccs1)Cc1cccs1,-24%,-2,102,105,13%,2,50,-2,50
O=S(=O)(c1ccc(Cl)cc1)n1ccc2cccnc21,nt,nt,nt,nt,nt,-2,160,2,160
CCN1CCN(Cc2ccc(OC)c(OCc3ccccc3)c2)CC1,-16%,3,93,89,-10%,-5,148,5,148
Cc1ccc(C(=O)NN2CCOCC2)cc1,13%,nt,nt,nt,-6%,-2,150,2,150
Cc1nn(-c2ccccc2)c2c1C(c1cccs1)C(C#N)=C(N)O2 (stereo not given),-10%,12,79,68,-16%,-20,157,20,157
O=C(Nc1ccncc1)c1cccs1,7%,1,95,94,2%,-6,106,6,106
CCCC1=[N+](CC)CCn2c(C)ccc21,0%,nt,nt,nt,1%,-10,160,10,160
O=c1cc(N2CCCC2)[nH]c(=O)n1-c1ccc(Cl)cc1,nt,6,88,82,nt,6,109,-6,109
O=C(O)C(Oc1ccc2c3c(c(=O)oc2c1)CCC3)c1ccccc1 (stereo not given),-53%,14,104,90,-2%,-4,174,4,174
COc1ccc(N2CCN(/C(=N\S(=O)(=O)c3ccc(C)cc3)Nc3nc(C)cc(C)n3)CC2)cc1,-44%,4,98,95,-11%,-20,66,20,66
CCn1c(N)c(C(N)=O)sc1=S,18%,9,87,78,0%,-8,162,8,162
COc1ccc(CN2CC(C(=O)NCCCN3CCCCCC3)CC2=O)cc1 (stereo not given),-24%,9,95,87,-5%,7,118,-7,118
O=C(Nc1ccc(Cl)cc1)N1CCCN(Cc2ccccc2F)C1,23%,-9,77,86,-12%,-6,163,6,163
CSc1oc(-c2ccc(F)cc2)nc1S(=O)(=O)c1ccccc1,nt,5,85,80,nt,-1,84,1,84
Cc1ccc2nc(C)c(C)nc2c1N,11%,2,96,94,-2%,-16,25,18,25
COC(=O)c1ccc(NC(=S)NC(=O)c2cc(-c3ccccc3)nc3ccccc23)cc1,-76%,nt,nt,nt,7%,-6,130,6,130
O=C(COC(=O)c1cnccn1)c1ccc(Br)cc1,26%,9,101,92,-13%,-10,114,10,114
CCOc1ccc2cc(S(=O)(=O)N3CCOCC3)ccc2c1,-7%,-5,102,107,-1%,-2,157,2,157
COc1ccc(OC)c(C2C(C(C)=O)=C(O)C(=O)N2c2ccc(F)cc2)c1 (stereo not given),-12%,25,104,78,8%,nt,nt,nt,nt
Cc1nnc(NCCO)c2ccccc12,22%,7,90,82,2%,-18,198,18,198
O=S(=O)(c1cccc(-c2csc(-c3cccnc3)n2)c1)N1CCCCC1,-35%,2,72,70,-66%,-5,139,5,139
CS(=O)(=O)N(Cc1ccc(C(=O)Nc2ccccc2Sc2ccccc2)cc1)c1ccccc1,-2%,nt,nt,nt,-11%,0,118,0,118
Cc1ccc(C(=O)NCCCN2CCOCC2)o1,nt,-2,84,86,nt,-2,170,2,170
COC(=O)NC1CSCC1OC(=O)c1ccc(Br)cc1 (stereo not given),nt,-21,89,111,nt,-13,146,13,146
CCN(CC)S(=O)(=O)c1ccc(C(=O)NCCCN=C2NS(=O)(=O)c3ccccc32)cc1,nt,12,101,90,nt,-15,145,15,145
O=C(Nc1ccc2c(c1)OCCO2)c1ccc(Cl)c(S(=O)(=O)N2CCOCC2)c1,-2%,-6,89,94,-8%,-11,168,11,168
O=C(N/C(=C\c1ccc(Br)cc1)c1nc2ccccc2[nH]1)c1ccco1,10%,nt,nt,nt,-3%,9,132,-9,132
O=C(C(Cc1ccccc1)n1cccc1)N1CCc2ccccc21 (stereo not given),6%,12,85,73,2%,nt,nt,nt,nt
COc1ccc(C2/C(=C(/O)c3ccc(Cl)cc3)C(=O)C(=O)N2CCN2CCOCC2)c(OC)c1 (stereo not given),-12%,9,106,97,-8%,nt,nt,nt,nt
COc1cc2c(cc1OC)-c1nncn1C(C)(C)C2,5%,-14,83,97,-2%,10,203,-10,203
COC(=O)C(O)(CC(=O)Nc1ccccc1OC)C(F)(F)F (stereo not given),nt,-6,94,99,nt,-16,113,16,113
CCCCCCSc1cc(C)nc2ncnn12,-28%,15,101,86,-18%,-6,167,6,167
CC(C)(C)c1cc(C(=O)NCc2cccnc2)ccn1,3%,-9,102,111,6%,-11,133,11,133
C/C(CCC12CC3CC(CC(C3)C1)C2)=N\NC(N)=S,9%,-11,13,24,7%,9,195,-9,195
COc1ccccc1NC(=S)N1CCC(NC(=O)NC23CC4CC(CC(C4)C2)C3)CC1,-57%,nt,nt,nt,-7%,-15,126,15,126
N#CCCn1c(SCC(=O)NCCc2ccc(F)cc2)nc2ccccc21,-54%,-17,85,102,-6%,2,95,-2,95
OC(COc1ccc2ccccc2c1Br)Cn1cnc(-c2ccccc2)c1 (stereo not given),-40%,-2,69,71,1%,-15,159,15,159
CCOC(=O)C(C)Sc1nc2c(c(=O)[nH]c(=O)n2C)n1Cc1ccc(Cl)cc1 (stereo not given),-33%,2,89,87,-5%,nt,nt,nt,nt
COc1ccccc1NC(=O)CSc1nnc(-c2ccncc2)n1CC1CCCO1 (stereo not given),-16%,nt,nt,nt,3%,-2,183,2,183
COC(=O)c1c(NC(=O)CSc2nnc(CNc3ccc(Cl)cc3)o2)sc(C)c1C,-64%,-6,93,99,-5%,4,114,-4,114
O=C1C2C3C=CC(C3)C2C(=O)N1CCCCN1C(=O)C2C3C=CC(C3)C2C1=O (stereo not given),-32%,13,89,76,-2%,5,110,-5,110

# From PubChem BioAssay
